Screening results (PubChem)
PRMT1 FP inh – PRMT1 methyltransferase inhibitors, primary screen, biochemical, fluorescence polarization; Protein arginine N-methyltransferase 1 (Homo sapiens), Q99873; recombinant PRMT1, activity-based probe fluorescence polarization; inhibition, % at 2.79 µM; 370,000 tested, 1.3% active;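 active = inhibition above about 21% made by adding two undisclosed values, limit read from the data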
HTRA1 inh – HTRA1 serine protease inhibitors, primary screen, biochemical, fluorescence polarization, HTS | recombinant HTRA1, FP-rhodamine activity-based probe | 340,000 tested, 0.5% active | inhibition, % at 5.96 µM; in the data active = inhibition above about 36%;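 also: 0% = enzyme with DMSO and 100% = wells lacking enzyme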
ABHD4 inh – ABHD4 inhibitors, primary screen, biochemical, fluorescence polarization, mouse | (Lyso)-N-acylphosphatidylethanolamine lipase (Mus musculus), Q8VD66 | purified mABHD4, FP-Rh probe fluorescence polarization | 370,000 tested, 0.54% active | inhibition, % at 8.92 µM;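 active = inhibition exceeding the mean over every tested compound plus 3 SD, cut at about 30% in these data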;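 also: 0% = plate median of compound wells and 100% = S159A mutant with DMSO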
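Assay system: mABHD4 protein; medium: HEPES pH 7.0, NaCl, Pluronic buffer; dosing: 8.92 µM, single dose; schedule: 45 min + 60 min at 25 °C; signal: FP readout, ex 525 nm / em 598 nm; read-out: normalized percent inhibition of probe labeling; repeats: single replicate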
TCR-CD3 inh – inhibitors of human TCR-CD3 interaction, primary screen, biochemical, fluorescence, TAMRA-labeled TCR probe; T-cell receptor (TCR); AID 651800, 2012; 360,000 tested, 0.37% active; inhibition, % at 9.4 µM; in the data active = inhibition above about 19%;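 also: recombinant mutant TCR 2C K166C tagged with TAMRA read by polarization; 0% = receptor in buffer alone and 100% = receptor with positive control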
Tn7 DDE FP – inhibitors of Tn7 peptide binding to fibrin DD(E), primary screen, biochemical, fluorescence polarization, human fibrin, Tn7 probe; AID 720508, 2013; FP displacement of FITC-Tn7 peptide from fibrin DD(E); 0% = median of compound wells per plate; 370,000 tested, 0.13% active; Fibrinogen beta chain (Homo sapiens), P02675; inhibition, % at 8.3 µM;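 active = inhibition above the mean of compounds falling within the control limits plus 3 SD of them, cut at about 14% in these data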;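 also: 0% = plate median of compound wells and 100% = 10 µM Aha-Tn7 peptide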
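system = human fibrin DD(E) protein | quantity = DD(E) 2 µM final | medium = Tris/NaCl/CaCl2 buffer, pH 7.8 | also added = labelled Tn7 tracer, 0.1 µM | compound dosing = single point at 8.3 µM | timing = compound with protein 10 min, then 3 h after probe, room temperature | signal = FP measurement | benchmarks = Aha-Tn7 high control | repeats = one replicate per compound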
LEDGF integ inh – blockers of LEDGF/p75-dependent integrase strand transfer – biochemical, TR-FRET, high throughput, primary screen. HIV-1 integrase (with human LEDGF/p75). inhibition, % at 3.7 µM. 370,000 tested, 0.64% active. TR-FRET IN-LEDGF/p75 DNA integration, Eu/Cy5. AID 743269, 2014;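 active = inhibition above the screen-wide mean plus 3 SD, cut at about 13% in these data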;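 also: signal is the Cy5 over europium emission ratio at 671 and 618 nm; 0% = plate median of compound wells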
TDP2 inh – human TDP2 enzyme inhibitors, primary screen, biochemical, epi absorbance, recombinant enzyme. AID 720702, 2013. 370,000 tested, 0.34% active. Tyrosyl-DNA phosphodiesterase 2 (Homo sapiens), O95551. T5PNP hydrolysis, p-nitrophenol absorbance 415 nm. inhibition, % at 12.8 µM;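 active = inhibition above the mean of all tested compounds plus 3 SD, set per campaign, cut at about 25% in these data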;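 also: 0% = DMSO with enzyme and 100% = buffer with substrate but no TDP2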
Target sequence (O95551 whole entry, looked up): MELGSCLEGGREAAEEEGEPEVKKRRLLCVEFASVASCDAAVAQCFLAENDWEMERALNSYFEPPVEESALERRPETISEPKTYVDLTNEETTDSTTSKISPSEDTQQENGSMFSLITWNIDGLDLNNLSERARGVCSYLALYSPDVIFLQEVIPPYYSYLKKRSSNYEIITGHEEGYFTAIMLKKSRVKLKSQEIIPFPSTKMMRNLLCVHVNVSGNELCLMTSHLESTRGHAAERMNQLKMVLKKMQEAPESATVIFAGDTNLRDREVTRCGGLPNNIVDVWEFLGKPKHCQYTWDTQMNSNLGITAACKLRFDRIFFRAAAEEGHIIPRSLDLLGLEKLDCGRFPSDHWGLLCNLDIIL
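Material: recombinant human TDP2; quantity: TDP2 enzyme at 120 nM final; medium: Tris-HCl pH 7.5 with MgCl2; compound: single concentration, 12.8 µM nominal, with 1% DMSO; incubation: 2 h enzyme incubation at 37 °C; signal: epi absorbance; measure: percent inhibition; benchmarks: high control without enzyme, low control DMSO plus TDP2; repeats: singlicate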
UHRF1 MBD2 ctr – UHRF1 methylated DNA binding inhibitors, primary screen, counter-screen for MBD2 inhibitor project, biochemical, TR-FRET, human UHRF1, single concentration; E3 ubiquitin-protein ligase UHRF1 (Homo sapiens), Q96T88; AID 687016, 2013; inhibition, % at 4.4 µM; UHRF1 binding to methylated oligo; 370,000 tested, 0.75% active; in the data active = inhibition above about 21%;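 also: UHRF1 SRA domain binding a hemimethylated CpG hairpin DNA probe; 0% = median of test compound wells and 100% = reference inhibitor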
SIAE primary – human SIAE inhibitors, primary screen, biochemical, fluorescence polarization, FP-Rh probe, 1536-well HTS | AID 1053197, 2014 | 370,000 tested, 0.69% active | inhibition, % at 9.66 µM | SIAE FP-Rh probe binding;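 active = inhibition above a cutoff: mean of compounds within the control limits plus 3 SD of those, cut at about 17% in these data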;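 also: 0% = plate median of compound wells and 100% = probe without SIAE protein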
Target sequence (Q9HAT2 whole entry, looked up): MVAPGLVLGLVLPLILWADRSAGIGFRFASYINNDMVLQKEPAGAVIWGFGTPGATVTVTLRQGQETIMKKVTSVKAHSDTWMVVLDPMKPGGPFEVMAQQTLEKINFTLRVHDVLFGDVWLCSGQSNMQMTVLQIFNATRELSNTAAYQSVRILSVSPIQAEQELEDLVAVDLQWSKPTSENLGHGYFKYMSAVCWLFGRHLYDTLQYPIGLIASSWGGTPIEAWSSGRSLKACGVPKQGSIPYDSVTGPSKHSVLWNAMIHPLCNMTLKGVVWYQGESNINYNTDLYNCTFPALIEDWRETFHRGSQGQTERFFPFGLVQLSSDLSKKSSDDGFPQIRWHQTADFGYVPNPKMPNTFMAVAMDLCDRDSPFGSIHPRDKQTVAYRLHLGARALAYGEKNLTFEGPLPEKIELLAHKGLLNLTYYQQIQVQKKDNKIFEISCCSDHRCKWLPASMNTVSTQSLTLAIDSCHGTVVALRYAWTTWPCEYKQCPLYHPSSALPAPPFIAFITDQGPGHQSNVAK
PG9 Ab binder – binders of HIV-1 gp120 antibody PG9, primary screen, biochemical, TR-FRET; TR-FRET gp120-PG9 antibody binding; inhibition, % at 6.7 µM; 360,000 tested, 0.43% active; AID 624416, 2012; HIV-1 gp120 / PG9 antibody interaction; in the data active = inhibition above about 8.5%
The depositor's hits bear a star; nt = no result given.

(1) CCOc1ccc(S(=O)(=O)Nc2ccc(C(=O)NCC3CCCO3)cc2)cc1 (centres undefined)
(2) O=C(C[n+]1ccccc1)Nc1ccccc1C(F)(F)F
(3) COc1cccc(N2CCN(Cc3cccnc3)CC2)c1
(4) Cn1c(=O)cc(OCCCC(=O)Nc2cccnc2)c2ccccc21
(5) CCc1nnc(NC(=O)c2cccnc2SC)s1
(6) Cc1nc(N2N=C3/C(=C/c4ccc(F)cc4)CCCC3C2c2ccc(F)cc2)sc1C(=O)N(C)C (centres undefined)
(7) COc1ccc(OC)c(NC(=O)C2(C)CCN2CCOc2ccccc2)c1 (centres undefined)
(8) CCOC(=O)N1CCN(C(=O)C[C@@H]2C[C@@]3(C(=O)OCC)CCC=C3N(Cc3cccc4ccccc34)C2=O)CC1
compound no.,1,2,3,4,5,6,7,8
PRMT1 FP inh,-2,-2,-2,-2,-4,-3,3,-3
HTRA1 inh,1,3,1,3,2,-28,nt,nt
ABHD4 inh,-1,8,15,-1,-3,-3,-8,-10
TCR-CD3 inh,5,-5,0,-1,-4,4,3,-2
Tn7 DDE FP,5,4,5,-7,4,-2,3,1
LEDGF integ inh,-3,1,3,1,8,-2,-3,2
TDP2 inh,8,0,31*,-3,-11,-6,-4,-2
UHRF1 MBD2 ctr,1,2,16,2,2,-7,0,13
SIAE primary,-4,-1,4,-5,-5,13,1,4
PG9 Ab binder,-1.2,1.4,0.4,-2.5,-0.5,1.9,1.0,0.9

(9) O=C(c1ccccc1)N1CCn2c(nc3ccccc32)C1
(10) CCOP(=O)(OCC)C(NC(=O)c1cccs1)C(F)(F)F (centres undefined)
(11) COCCCN1C(=O)[C@H](CC(=O)NCC2CCCCC2)[C@]2(C(=O)OC)CCCCC=C12
(12) N#Cc1nc(COc2ccccc2Cl)oc1NCc1ccc(F)cc1
(13) Cc1cc(NC(=O)c2cccc(F)c2)ncc1NC(=O)c1ccco1
(14) COC(=O)[C@]12C[C@H](CC(=O)NCc3cccs3)C(=O)N(CCc3ccc(OC)c(OC)c3)C1=C[C@H](C(C)C)O[C@@H]2C1CC1
(15) CCN(CC)C(=O)CC(c1ccc(F)cc1)c1ccco1 (centres undefined)
(16) CNc1nc(CCN2C(=O)c3ccccc3C2=O)cs1
compound no.,9,10,11,12,13,14,15,16
PRMT1 FP inh,-3,-1,-3,2,-1,-1,11,0
HTRA1 inh,4,2,nt,-43,-1,nt,-2,-1
ABHD4 inh,-2,0,2,-19,1,-5,6,0
TCR-CD3 inh,3,-11,nt,-4,12,nt,-7,0
Tn7 DDE FP,5,0,10,-6,-3,5,-1,7
LEDGF integ inh,2,1,-2,3,-1,4,-3,0
TDP2 inh,-2,1,7,-2,-4,4,-3,11
UHRF1 MBD2 ctr,0,4,3,0,0,-1,2,-2
SIAE primary,1,1,-4,-15,-2,10,-4,-5
PG9 Ab binder,0.3,-0.9,nt,-1.2,-0.7,nt,0.7,1.9

(17) Cc1cccc(N2CCN(S(=O)(=O)c3ccc(Cl)nc3)CC2C)c1 (centres undefined)
(18) Cc1cccc(N2CCN(Cc3ccc([N+](=O)[O-])o3)CC2)c1C
(19) COc1ccc2nc(C)cc(Nc3ccc(C)cc3)c2c1
(20) COc1ccc(S(=O)(=O)NCCSCc2ccco2)cc1C
(21) Cc1cccc(N2CCN(Cc3ccoc3)CC2)c1C
(22) CC1CC(C)CN(C(=O)c2ccc(-c3ccc([N+](=O)[O-])cc3)o2)C1 (centres undefined)
(23) Cc1cccc(OCCCN2CCOCC2)c1C
(24) Cn1c(=O)oc2cc(S(=O)(=O)NC3CCCc4ccccc43)ccc21 (centres undefined)
compound no.,17,18,19,20,21,22,23,24
PRMT1 FP inh,3,2,-3,5,1,35*,1,9
HTRA1 inh,-3,-8,-9,-21,0,-12,-2,-3
ABHD4 inh,-6,5,-6,8,11,26,3,-9
TCR-CD3 inh,-3,1,1,-1,-1,-10,4,-6
Tn7 DDE FP,1,3,-4,5,8,2,5,-3
LEDGF integ inh,0,4,5,-1,-2,4,2,2
TDP2 inh,4,6,-22,0,1,7,8,-6
UHRF1 MBD2 ctr,1,-1,5,2,0,1,0,8
SIAE primary,-5,1,0,-8,4,3,3,-5
PG9 Ab binder,-0.2,-1.2,-3.2,-1.0,0.3,0.4,-1.1,0.0

(25) NS(=O)(=O)c1cccc(NC(=O)COC(=O)COc2ccc3ccccc3c2)c1
(26) CC1CC(C)CN(C(=O)COC(=O)CN2C(=O)c3ccccc3C2=O)C1 (centres undefined)
(27) CCn1c(SCC(=O)Nc2oc(C)c3c(C)n[nH]c(=O)c23)nnc1-c1ccco1
(28) CCN(CC)C(=O)Cn1cc(S(=O)(=O)CC(=O)Nc2ccc(F)cc2F)c2ccccc21
(29) O=C1NC(NS(=O)(=O)c2ccccc2)(C(F)(F)F)C(=O)N1CCc1ccccc1 (centres undefined)
(30) COC(=O)CSc1nc2c(cnn2-c2ccc(Cl)cc2)c(=O)[nH]1
(31) COc1cc(C(=O)NCCNC(=O)c2cc(OC)c(C)c(OC)c2)cc(OC)c1C
(32) CCOC(=O)Oc1c(OC)cc(C(=O)O[C@@H]2C[C@@H]3CN4CCc5c([nH]c6cc(OC)ccc56)[C@H]4C[C@@H]3[C@H](C(=O)OC)[C@H]2OC)cc1OC
compound no.,25,26,27,28,29,30,31,32
PRMT1 FP inh,6,-3,5,-1,-5,2,3,3
HTRA1 inh,-2,24,-2,-3,1,-2,2,6
ABHD4 inh,2,-1,-2,-1,-5,0,-5,10
TCR-CD3 inh,3,4,2,-6,0,-4,-8,3
Tn7 DDE FP,1,5,0,-4,-2,1,-1,-9
LEDGF integ inh,0,2,-4,1,2,-2,-4,0
TDP2 inh,-3,3,9,-1,-11,-15,-10,17
UHRF1 MBD2 ctr,1,0,0,-1,1,20,6,4
SIAE primary,-3,1,2,-2,-9,-2,0,10
PG9 Ab binder,0.9,2.2,-0.7,-2.2,-1.3,-3.4,3.9,-1.9

(33) CS(=O)(=O)Nc1ccccc1Oc1ccccc1
(34) CCC(Sc1nc2ncccc2[nH]1)C(=O)NC1CCC(C)CC1 (centres undefined)
(35) CC(C)Cn1c(=O)c2ccccc2n2c(CCC(=O)NCc3ccccn3)nnc12
(36) CN(Cc1cccs1)C(=O)C1CCN(S(=O)(=O)c2ccccc2)CC1
(37) C=CCn1c(CNC(=O)c2ccco2)nnc1SCC(=O)c1ccc(F)cc1
(38) Nc1ccc(Oc2ccc(Cl)cc2)cc1
(39) Cc1cc(C)n(Cc2ccc(NC(=O)c3nn(C)cc3[N+](=O)[O-])cc2)n1
(40) Cc1cc(C)cc(NC(=O)Nc2cccc(S(N)(=O)=O)c2)c1
(41) C=CCn1c(SCC(=O)Nc2ccc(C(=O)O)cc2)nc2sc(C)c(C)c2c1=O
(42) C=CCN=C(NC#N)SCC(=O)NCc1ccccc1
compound no.,33,34,35,36,37,38,39,40,41,42
PRMT1 FP inh,-1,12,-1,2,5,-2,-1,7,-1,2
HTRA1 inh,-5,-1,4,-7,7,-2,5,nt,-1,-16
ABHD4 inh,3,-41,-1,1,9,3,-6,-27,-22,-3
TCR-CD3 inh,2,3,-2,-3,-2,3,8,-12,-2,-3
Tn7 DDE FP,2,-3,-6,-8,-2,10,-2,4,0,-1
LEDGF integ inh,0,0,1,-1,1,0,-1,3,1,-3
TDP2 inh,-6,-4,-6,3,-13,-6,-2,-9,-12,15
UHRF1 MBD2 ctr,-1,0,1,10,3,-1,-1,1,3,0
SIAE primary,7,2,9,0,3,4,3,-16,-7,-6
PG9 Ab binder,1.5,-0.9,-1.1,0.3,0.9,0.6,-0.6,2.6,0.5,-1.4

Some of the entries so far, with each value named:
[35] CC(C)Cn1c(=O)c2ccccc2n2c(CCC(=O)NCc3ccccn3)nnc12
  PRMT1 FP inh: -1
  HTRA1 inh: 4
  ABHD4 inh: -1
  TCR-CD3 inh: -2
  Tn7 DDE FP: -6
  LEDGF integ inh: 1
  TDP2 inh: -6
  UHRF1 MBD2 ctr: 1
  SIAE primary: 9
  PG9 Ab binder: -1.1
[42] C=CCN=C(NC#N)SCC(=O)NCc1ccccc1
  PRMT1 FP inh: 2
  HTRA1 inh: -16
  ABHD4 inh: -3
  TCR-CD3 inh: -3
  Tn7 DDE FP: -1
  LEDGF integ inh: -3
  TDP2 inh: 15
  UHRF1 MBD2 ctr: 0
  SIAE primary: -6
  PG9 Ab binder: -1.4
[36] CN(Cc1cccs1)C(=O)C1CCN(S(=O)(=O)c2ccccc2)CC1
  PRMT1 FP inh: 2
  HTRA1 inh: -7
  ABHD4 inh: 1
  TCR-CD3 inh: -3
  Tn7 DDE FP: -8
  LEDGF integ inh: -1
  TDP2 inh: 3
  UHRF1 MBD2 ctr: 10
  SIAE primary: 0
  PG9 Ab binder: 0.3
[41] C=CCn1c(SCC(=O)Nc2ccc(C(=O)O)cc2)nc2sc(C)c(C)c2c1=O
  PRMT1 FP inh: -1
  HTRA1 inh: -1
  ABHD4 inh: -22
  TCR-CD3 inh: -2
  Tn7 DDE FP: 0
  LEDGF integ inh: 1
  TDP2 inh: -12
  UHRF1 MBD2 ctr: 3
  SIAE primary: -7
  PG9 Ab binder: 0.5
